Bioassay records (PubChem)
CaV13 FRET inh: Disruptors of the CACNA1D IQ motif to Ca2+-dependent inactivation inhibitor domain association, primary screening, Förster resonance energy transfer in intact living …. HEK cells, CFP/YFP FRET ICDI-IQ, plate reader, 10 min; percent FRET-ratio fall versus neutral wells. inhibition, % at 12.3 µM. 340,000 compounds, 0.098% hits;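 active means mean replicate inhibition of at least 30% and at least 1% of replicates passing that level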;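 further: 0% = median of the neutral control wells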
ABCB6 inh MLPCN: blocks the human ABCB6 transporter. Q9NP58. fluorescence ratio to DMSO, % at 10 µM. K562-ABCB6 porphyrin accumulation, flow cytometry, 1 h; active compounds read low. 360,000 compounds, 0.19% hits;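 active means fluorescence ratio to DMSO below 75%, the collection mean minus 3 SD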;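 further: signal is porphyrin accumulated inside mitochondria; 100% equals median channel fluorescence of DMSO control wells; lower ratio means ABCB6 inhibition with less porphyrin fluorescence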
MC4R antagonist: antagonists of human melanocortin 4 receptor (MC4R). MC4R-expressing cells, MTII-stimulated cAMP, LANCE TR-FRET. inhibition, % at 6.5 µM. 360,000 compounds, 0.48% hits;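 active means inhibition above its plate's cutoff, the mean of tested wells on that plate plus 3 SD, cut at about 29% in these data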;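 further: 0% = Melanotan II alone and 100% = Melanotan II plus saturating MCL0020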
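system = U2OS cells with stable human MC4R expression | also added = Melanotan II challenge after compound preincubation | dosing = one concentration, 6.5 µM nominal | incubation = compound 30 min, challenge 1 h, detection 1 h | measured by = TR-FRET with Eu-cAMP and labeled anti-cAMP, 671 nm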
Cardio protect: protects H9c2 cardiomyocytes from peroxide injury. 360,000 compounds, 0.63% hits. protection from H2O2 cell death, % at 20 µM. H2O2 injury protection, ATPLite, 2 h;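 active means compounds giving at least 50% protection of heart cells from peroxide-induced death in the single-dose screen, raw or plate-pattern-corrected value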;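 further: 0% = DMSO wells with peroxide and 100% = DMSO wells without peroxide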
m5-HT2A agonist: activates the mouse 5-HT2A serotonin receptor. P35363. CHO-K1 mHTR2A beta-arrestin complementation, luminescence; percent of 30 µM serotonin response. activation, % at 7.6 µM. 360,000 compounds, 0.66% hits. AID 624169;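 active means activation above a run cutoff, the mean activation of all tested compounds plus 3 SD, cut at about 14% in these data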;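 further: 0% = plate median of compound wells and 100% = 30 µM serotonin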
Target sequence (P35363 whole entry, looked up): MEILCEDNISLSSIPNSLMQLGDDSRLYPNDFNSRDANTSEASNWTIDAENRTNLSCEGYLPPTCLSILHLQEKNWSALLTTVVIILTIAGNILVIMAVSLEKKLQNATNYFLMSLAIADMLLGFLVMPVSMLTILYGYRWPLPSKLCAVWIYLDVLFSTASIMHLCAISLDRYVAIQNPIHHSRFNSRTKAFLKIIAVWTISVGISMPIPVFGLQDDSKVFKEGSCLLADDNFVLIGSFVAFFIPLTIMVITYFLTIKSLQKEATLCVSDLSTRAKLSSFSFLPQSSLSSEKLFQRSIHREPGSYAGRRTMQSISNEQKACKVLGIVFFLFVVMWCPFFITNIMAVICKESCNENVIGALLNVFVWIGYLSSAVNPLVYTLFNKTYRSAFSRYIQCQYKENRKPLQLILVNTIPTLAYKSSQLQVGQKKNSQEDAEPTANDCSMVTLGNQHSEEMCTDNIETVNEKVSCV
ABHD5 PLIN5 PPI: inhibitors of human ABHD5-perilipin-5 interaction | Q00G26+Q8WTS1 | Split G. princeps luciferase complementation, luminescence, 4 h | inhibition, % at 4 µM | 360,000 compounds, 0.78% hits | AID 602281;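 active means inhibition above the mean inhibition across every tested compound plus 3 SD, cut at about 22% in these data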;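 further: 0% = DMSO only wells and the 100% control is not disclosed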
N-glyco inh: blocks N-linked glycosylation in D54 reporter cells; D54 ERlucT glycosylation luciferase reporter, 24 h; percent of 100 nM tunicamycin response; reporter increase, % at 12.5 µM; 360,000 compounds, 0.23% hits; AID 588692;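 active means mean luciferase reporter signal, scaled so untreated is 0 and the glycosylation-blocking control 100, at or above a set limit in every replicate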;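 further: luciferase carries N-glycosylation sites so blocking glycosylation raises the light; 0% = median of neutral control wells and 100% = median of 100 nM tunicamycin wells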
MC4R barr agon: human MC4R agonism via beta-arrestin; P32245; U2OS MC4R beta-arrestin complementation, luminescence; percent of melanotan II response, DMSO zero; activation, % at 8.9 µM; 360,000 compounds, 0.98% hits; AID 540308;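 active means activation above a per-plate cutoff, the mean activation of sample wells on that plate plus 3 SD, cut at about 8% in these data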
Granule exo inh: blocks lytic granule exocytosis; TALL-104 LAMP-1 surface exposure, flow cytometry; cells stimulated with thapsigargin and PMA; inhibition, % at 10 µM; 360,000 compounds, 0.66% hits; AID 651702;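 active means inhibition above about 55%, limit read from the data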
PDI turbidity: blocks human protein disulfide isomerase activity | P07237 | PDI insulin aggregation turbidity, A650, 90 min | inhibition, % at 10 µM | 350,000 compounds, 0.052% hits | AID 588391;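 active means mean inhibition across replicates of 30% or more, whatever share of single replicates reach that level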;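 further: absorbance from insulin aggregation driven by PDI reduction with DTT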
Target sequence (P07237 whole entry, looked up): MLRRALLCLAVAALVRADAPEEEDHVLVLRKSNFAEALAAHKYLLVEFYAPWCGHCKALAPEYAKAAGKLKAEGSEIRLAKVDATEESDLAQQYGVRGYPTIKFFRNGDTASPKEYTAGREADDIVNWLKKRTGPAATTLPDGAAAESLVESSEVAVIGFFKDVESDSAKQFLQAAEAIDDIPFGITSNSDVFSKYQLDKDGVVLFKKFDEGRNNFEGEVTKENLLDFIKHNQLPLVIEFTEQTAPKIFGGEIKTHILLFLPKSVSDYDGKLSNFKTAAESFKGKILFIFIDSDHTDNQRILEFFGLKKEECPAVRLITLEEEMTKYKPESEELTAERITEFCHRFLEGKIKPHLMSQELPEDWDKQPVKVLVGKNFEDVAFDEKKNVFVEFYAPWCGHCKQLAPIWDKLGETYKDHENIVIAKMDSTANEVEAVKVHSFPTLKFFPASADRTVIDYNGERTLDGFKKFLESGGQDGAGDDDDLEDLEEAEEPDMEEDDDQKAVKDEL
* = called active by the depositor; x = no result given. This is a random part of the collection. About 4.2% of those tested had a hit in this group.

Values run as follows: Cardio protect	N-glyco inh	ABHD5 PLIN5 PPI	m5-HT2A agonist	Granule exo inh	MC4R antagonist	PDI turbidity	ABCB6 inh MLPCN	MC4R barr agon	CaV13 FRET inh
O=C(CCc1ccc(S(=O)(=O)NCc2ccccc2)cc1)NCC1CCCO1 (centres undefined)
    3	1	4	2	-5	3	-10	98	-1.4	-6
COc1ccc(-c2csc3nc(-c4ccccc4F)oc(=O)c23)cc1OC
    3	13	0	-2	-1	9	-1	96	0.0	-6
COCCSc1nnc(NS(=O)(=O)Cc2ccccc2)s1
    -1	1	1	4	-1	1	-2	102	-0.7	-9
CCN1CCC2(CC1)C(C#N)=C(N)Oc1c2sc2nc(C)cc(C)c12
    8	7	-16	0	8	-1	7	99	-0.1	-7
CN(CCOc1ccc(Br)cc1)C(=O)CNC(=O)c1ccc2ccccc2c1
    -15	-1	0	4	33	14	-3	92	4.7	-2
COc1ccc(N2CC(C(=O)N[C@@H](C)C(=O)NC(C)c3ccccc3)CC2=O)cc1 (some centres undefined)
    4	0	-2	-3	-5	17	5	102	-1.6	-2
Cc1c(C)c2ccc(OCC(=O)N3CCC[C@@H]3C(=O)O)c(C)c2oc1=O
    0	0	7	-3	-2	-7	x	97	-1.5	x
COc1ccc(N(CC(=O)NC2CCCC2)C(=O)Cn2nnc(-c3ccc(C)cc3)n2)cc1OC
    -3	-3	2	-3	-4	2	-8	102	-0.6	-6
COc1ccc2cc(C)c3nnc(SCc4cccnc4)n3c2c1
    7	1	-5	-5	-1	1	2	106	-2.8	-4
CC1(C)CC(=O)C2=C(C1)OC(N)=C(C#N)C2c1cc2c(cc1[N+](=O)[O-])OCO2 (centres undefined)
    -19	-3	-16	-6	1	-2	-8	101	-0.7	-6
CC(=O)Nc1cc2c(cc1NC(=O)Cn1nc(-c3ccccc3F)ccc1=O)OCCO2
    0	1	2	-2	-4	15	5	100	-1.6	-4
O=C(Cc1cccc2ccccc12)Nc1ccc(O)cc1C(=O)O
    -1	0	-4	-2	-1	11	-7	95	-1.1	-5
CCN1C(=O)c2cccc3c(S(=O)(=O)N(C(=O)c4ccncc4)c4ccc(OC)cc4)ccc1c23
    -6	-1	11	1	8	12	-2	102	-2.0	-4
CCOC(=O)C1=C(C)N(C)C(C)=C(C(=O)OCC)C1c1ccccc1
    -8	2	0	0	2	-6	-6	93	1.0	-4
O=C(CN1CCCC1)NC1C2CC3CC(C2)CC1C3 (centres undefined)
    -2	-1	5	2	7	-4	-5	92	-2.2	-8
CC(=O)Nc1sc(C)c(C)c1C(=O)OCC(=O)NCc1ccc(F)cc1
    -5	2	-2	2	-1	-2	-3	89	-1.3	-5
O=C(CN1C(=O)C(=O)N(C2CCCC2)C1=O)Nc1cc(Cl)ccc1[N+](=O)[O-]
    6	2	4	7	-3	-2	-1	103	1.3	-6
CS(=O)(=O)c1ccc(C(=O)OCC(=O)c2ccc(Cl)s2)cc1
    2	1	-5	-2	40	13	3	93	-0.5	-6
O=C(CSc1cccc[n+]1[O-])c1ccc(Cl)cc1
    0	2	-2	-3	3	2	-6	101	-2.3	-6
Cc1ccc(-c2nnc(N3CCN(C(=O)c4cccs4)CC3)c3ccccc23)cc1
    4	-12	3	0	-2	8	2	94	-0.6	-5
NC(=O)C1(N2CCCCC2)CCN(S(=O)(=O)c2ccccc2)CC1
    4	1	-1	6	-1	1	1	101	-1.6	-11
COc1ccc(N2CC(C(=O)Nc3ccncc3)CC2=O)cc1 (centres undefined)
    -1	0	2	5	4	10	16	87	-0.8	-4
CC(=O)Nc1cccc(OCCCNC(=O)c2ccc(F)cc2)c1
    1	-3	-2	-6	-5	-3	-5	103	-2.0	-5
CCN1CCN(C(=O)c2cc3c(=O)n(C)c4ccccc4c3n2C)CC1
    28	-1	2	0	1	12	x	98	0.8	-11
CCCCOc1ccc(C(=O)N/C(=C\c2ccc(OC)cc2)C(=O)OCc2ccco2)cc1
    57*	-3	0	-3	-1	6	-14	106	-0.6	-1
Cc1ccccc1CSc1nnc(CCCCCNC(=O)OC(C)(C)C)o1
    -8	0	-3	-2	-5	6	-4	98	1.2	-5
CCCCCC(=O)Nc1cc2[nH]c(=O)cc(COC)c2cc1C
    21	-1	2	3	-1	7	-8	96	2.8	-5
CC(C)(C)C(=O)CSc1nc(N)cc(=O)[nH]1
    4	2	-5	1	-2	11	-2	100	0.1	-6
COCOc1ccc(-c2oc3c(C/C=C(\C)CCC=C(C)C)ccc(O)c3c(=O)c2OCOC)c(OCOC)c1
    -8	-5	-2	2	0	3	x	102	0.1	x
NC(=S)Nc1ccc2cn[nH]c2c1
    2	0	-1	-2	-4	9	6	100	-2.6	-7

3 entries from above, ordered by molar mass, highest first.
Values run as follows: Cardio protect	N-glyco inh	ABHD5 PLIN5 PPI	m5-HT2A agonist	Granule exo inh	MC4R antagonist	PDI turbidity	ABCB6 inh MLPCN	MC4R barr agon	CaV13 FRET inh
CCCCOc1ccc(C(=O)N/C(=C\c2ccc(OC)cc2)C(=O)OCc2ccco2)cc1
    57*	-3	0	-3	-1	6	-14	106	-0.6	-1
Cc1ccccc1CSc1nnc(CCCCCNC(=O)OC(C)(C)C)o1
    -8	0	-3	-2	-5	6	-4	98	1.2	-5
NC(=S)Nc1ccc2cn[nH]c2c1
    2	0	-1	-2	-4	9	6	100	-2.6	-7

Continuation:
Values run as follows: Cardio protect	N-glyco inh	ABHD5 PLIN5 PPI	m5-HT2A agonist	Granule exo inh	MC4R antagonist	PDI turbidity	ABCB6 inh MLPCN	MC4R barr agon	CaV13 FRET inh
COc1cccc(NC(=O)c2ccc3c(c2)CCN3S(C)(=O)=O)c1
    11	0	-15	1	-7	2	5	100	-1.6	-1
COc1ccc(Cn2nnc(C(=O)Nc3ccc(F)cc3)c2N)cc1
    -7	0	6	-4	2	0	2	91	1.3	-4
Cc1ccccc1C(=O)N1CCN(c2ccccn2)CC1
    9	0	0	5	-3	-4	2	104	-1.9	-5
CC(C)CC(N)c1csc(Nc2cnccn2)n1 (centres undefined)
    7	-6	-1	-3	-8	2	-20	93	0.4	-5
COc1cc2c(C#CCO)c(-c3ccc(C#N)cc3)oc(=O)c2cc1OC
    17	0	-1	7	-2	7	-5	94	2.1	-5
COc1ccc(OC)c(N(C(=O)c2ccco2)C(C(=O)NC2CCCC2)c2cc(OC)c(OC)c(OC)c2)c1 (centres undefined)
    2	0	4	-4	14	14	0	100	-2.4	-7
CCN(CC(=O)NC1CCS(=O)(=O)C1)C(=O)c1ccc(OC)c([N+](=O)[O-])c1 (centres undefined)
    -1	2	5	6	2	0	6	96	-1.4	-1
c1ccc(-c2cc3nccc(-c4ccccn4)n3n2)cc1
    3	-3	1	-2	3	10	11	95	1.3	-7
O=C(COc1ccc(S(=O)(=O)Nc2ccc(Cl)cc2)cc1)N1CCOCC1
    -9	-1	1	9	6	5	-3	96	-2.2	x
CCc1nc2c(OCc3ccc(C(=O)OC)cc3)cccn2c1N(C)C(=O)CC(C)C
    -5	1	7	-2	0	3	1	89	-0.6	-10

Pulled one by one from the list above:
Values run as follows: Cardio protect	N-glyco inh	ABHD5 PLIN5 PPI	m5-HT2A agonist	Granule exo inh	MC4R antagonist	PDI turbidity	ABCB6 inh MLPCN	MC4R barr agon	CaV13 FRET inh
Cc1ccccc1C(=O)N1CCN(c2ccccn2)CC1
    9	0	0	5	-3	-4	2	104	-1.9	-5
COc1cccc(NC(=O)c2ccc3c(c2)CCN3S(C)(=O)=O)c1
    11	0	-15	1	-7	2	5	100	-1.6	-1
COc1ccc(OC)c(N(C(=O)c2ccco2)C(C(=O)NC2CCCC2)c2cc(OC)c(OC)c(OC)c2)c1 (centres undefined)
    2	0	4	-4	14	14	0	100	-2.4	-7
CCc1nc2c(OCc3ccc(C(=O)OC)cc3)cccn2c1N(C)C(=O)CC(C)C
    -5	1	7	-2	0	3	1	89	-0.6	-10
O=C(COc1ccc(S(=O)(=O)Nc2ccc(Cl)cc2)cc1)N1CCOCC1
    -9	-1	1	9	6	5	-3	96	-2.2	x
CC(C)CC(N)c1csc(Nc2cnccn2)n1 (centres undefined)
    7	-6	-1	-3	-8	2	-20	93	0.4	-5

The list continues:
Values run as follows: Cardio protect	N-glyco inh	ABHD5 PLIN5 PPI	m5-HT2A agonist	Granule exo inh	MC4R antagonist	PDI turbidity	ABCB6 inh MLPCN	MC4R barr agon	CaV13 FRET inh
c1ccc(-c2nc(-c3ccncc3)n[nH]2)nc1
    -1	3	4	3	-6	18	5	97	-0.9	1
CCOc1ccc2c(c1)-c1c(ssc1=S)C(C)(C)N2C(=O)CSC1=NCCS1
    0	-2	-5	4	-5	5	2	95	0.8	-5
COC(=O)C(N)Cc1ccc(O)c(O)c1 (centres undefined)
    47	2	-2	7	0	13	-5	103	0.8	x
O=C(NN=C1CCCCCCC1)C(=O)NC1CCCCC1
    12	1	-7	-3	0	-1	-4	92	-1.6	-4
Cc1ccc(NC(=S)c2nc3ccccc3s2)cc1
    -29	-11	-17	-5	-1	3	-1	102	4.5	-4
O=C(CCc1ccccc1)c1nnc(-c2ccccc2)o1
    -7	2	0	0	-8	16	-2	99	-0.4	6
c1ccc(-c2ccc(-n3ccnc3)cc2)cc1
    -4	0	5	6	0	2	9	100	-1.1	-5
O=C(Nc1ccc(N2CCOCC2)c(Cl)c1)c1cccnc1
    2	0	3	3	-4	5	2	96	-1.7	-2
CC(=O)c1c(C)[nH]c(C(=O)OCC(=O)N(Cc2ccccc2)C(C)(C)C)c1C
    1	4	-4	4	-19	15	1	99	-0.1	-6
CN(CC(=O)NCc1ccccn1)S(=O)(=O)c1cc(Cl)ccc1Cl
    1	0	1	2	-4	-3	4	90	-4.2	-4
O=C(OCn1nnc2ccccc2c1=O)c1cccnc1
    5	2	0	1	1	2	8	101	-0.9	-5
Cc1ccc(C)c(N2CC(C(=O)Nc3cc(C)on3)CC2=O)c1 (centres undefined)
    0	2	10	6	-5	-12	-1	94	2.1	-4
